Source: PubChem (National Center for Advancing Translational Sciences (NCATS))
TR SRC2 fluor cs = Texas Red fluorescence interference in TRb-SRC2 counter-screen; TRb/SRC2 Texas Red total fluorescence interference; Potency, µM (top dose mostly 106 µM), inactives show at the highest dose fluorescence change, negative = quenching; 0.29% of 280,000 active; AID 1479; active means well fitted curve in either direction with a large enough effect; inconclusive means small, poorly fitted or top-dose-only effect; further: on the % scale 0 is the no-effect control and ±100 the full control effect
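Human TRb ligand-binding domain at 0.6 uM with 20 nM Texas Red SRC2 peptide in Tris buffer containing 1 uM T3 and 5% DMSO, incubated with compound 5 h at ambient temperature. Total fluorescence (555/632 nm) calculated as parallel + 2 × perpendicular.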
SMN2 splice enh = SMN2 splice variant enhancement; HEK293 SMN2-luciferase splicing reporter, luminescence, 30-36 h; Potency, µM (series often up to 46.1 µM), inactives show at the top dose activity change, positive = activation, usual class: activators; 2.8% of 210,000 active; further: % of control where 0% means no effect; nearly all actives have a fitted effect of over 55% in size
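HEK293 cells carry an SMN2 minigene-luciferase reporter in which exon 7 inclusion puts luciferase in frame. Cells were seeded at 2000 cells/well, attached for 10-12 hours, then exposed to compounds for 30-36 hours at 37C before ONE-Glo luminescence.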
KDM4E inh = JMJD2E (human) inhibition; Potency, µM (series often up to 57.1 µM), for inactives: at the top dose activity change, negative = inhibition, actives largely listed as inhibitors; JMJD2E catalytic domain, FDH-coupled NADH fluorescence (FDH is formaldehyde dehydrogenase); 1.6% of 230,000 active; B2RXH2; AID 2147; active means well fitted inhibition curve with a large enough effect, not every such curve was filed as active; inconclusive means small, poorly fitted or top-dose-only effect, or another doubt; inactive means no such curve, though single readings can be large or run the other way;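 further: 0% = wells with enzyme and -100% = buffer wells without enzyme; nearly all actives have a fitted effect of over 50% in size; many of its hits are not listed in these tables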
Target sequence (B2RXH2 1-337 limits assumed): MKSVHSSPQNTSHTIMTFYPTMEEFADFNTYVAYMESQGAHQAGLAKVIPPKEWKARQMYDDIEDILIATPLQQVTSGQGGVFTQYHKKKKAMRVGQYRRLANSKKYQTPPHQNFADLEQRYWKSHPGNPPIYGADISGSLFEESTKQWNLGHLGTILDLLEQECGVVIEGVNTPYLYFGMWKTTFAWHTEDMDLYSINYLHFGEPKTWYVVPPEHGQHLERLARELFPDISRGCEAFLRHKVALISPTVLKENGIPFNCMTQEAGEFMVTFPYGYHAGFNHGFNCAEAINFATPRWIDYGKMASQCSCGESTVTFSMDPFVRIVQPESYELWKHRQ
RECQ1 inh = RECQ1 (human) helicase inhibition. P46063. RECQ1 DNA unwinding, red fluorescence kinetic read. Potency, µM (doses to about 57.3 µM), without a hit: at the top dose activity, negative = inhibition, most hits filed as inhibitors. 0.54% of 240,000 active. AID 2549;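 further: plate controls were vehicle for no effect and no enzyme for full effect; nearly all actives have a fitted effect of over 30% in size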
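RECQ1T1 50 nM; forked duplex (20 bp + 30-nt ss tails) 200 nM, ATP 2 mM final; pH 8.0, 2 mM MgCl2, 2.5 ug/ml poly(dI-dC); 15 min compound preincubation; discontinuous kinetic read over 2 h at RT.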
ALDH1A1 inh = blocks purified human ALDH1A1 activity; P00352; Potency, µM (highest dose often 75.3 µM), without a hit: top-dose activity, negative = inhibition, most hits filed as inhibitors; 7.3% of 220,000 active; AID 1030; Purified ALDH1A1, NADH fluorescence, propionaldehyde substrate; active means well fitted inhibition curve with a large enough effect, not every such curve was filed as active; inconclusive means small, poorly fitted or top-dose-only effect, or another doubt; inactive means no such curve, though single readings can be large or run the other way;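 further: plate controls were no enzyme wells and a reference inhibitor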
RGS12 GoLoco inh = inhibitors of human Gai1-RGS12 GoLoco interaction (red fluorophore). Gai1:RGS12 GoLoco peptide FP, rhodamine, 10 min. Potency, µM (top dose mostly 61.6 µM), without a hit: at the top dose activity, negative = inhibition, usual class: inhibitors. P63096. 0.44% of 230,000 active; active means well fitted inhibition curve with a large enough effect, not every such curve was filed as active; inactive means no such curve, though single readings can be large or run the other way; further: on the % scale 0 is the no-effect control and ±100 the full control effect; nearly all actives have a fitted effect of over 30% in size; many of its hits are not listed in these tables
Target sequence (P63096 whole entry, looked up): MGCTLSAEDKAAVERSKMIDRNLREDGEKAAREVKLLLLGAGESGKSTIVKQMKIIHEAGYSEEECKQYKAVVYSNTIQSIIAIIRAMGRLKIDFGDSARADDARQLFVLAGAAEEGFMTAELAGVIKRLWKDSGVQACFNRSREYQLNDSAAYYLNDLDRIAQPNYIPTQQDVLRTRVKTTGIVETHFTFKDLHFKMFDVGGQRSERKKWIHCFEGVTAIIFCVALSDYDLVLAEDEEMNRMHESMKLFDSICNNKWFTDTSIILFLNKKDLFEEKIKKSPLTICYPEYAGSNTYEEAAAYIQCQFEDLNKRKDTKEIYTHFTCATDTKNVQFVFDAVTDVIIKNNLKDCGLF
TRb SRC2 PPI = inhibitors of human thyroid hormone receptor beta-SRC2 interaction | TRbeta-SRC2 peptide binding, fluorescence polarization; receptor liganded with 1 µM T3 | P10828 | Potency, µM (series often up to 106 µM), inactives show top-dose activity change, negative = inhibition, actives largely listed as inhibitors | 0.065% of 280,000 active;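 further: plate controls were bound peptide for no effect and peptide without receptor for full effect; nearly all actives have a fitted effect of over 50% in size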
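TRb LBD 0.6 uM + Texas Red SRC2 peptide 20 nM, 1 uM T3, Tris buffer w/ 5% DMSO; compound pinned, 5 h RT; FP read ex 555/em 632; normalized to unbound and bound controls.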
Lamin A splicing = LMNA splicing modulation; 0.01% of 200,000 active; HeLa LMNA splicing GFP/RFP minigene ratio, 48 h; Potency, µM (doses to about 46.1 µM), inactives show top-dose ratio change, negative = inhibition, usual class: inhibitors; active means well fitted inhibition curve with a large enough effect in the signal ratio, with a control signal flat, not every such curve was filed as active; inconclusive means small, poorly fitted or top-dose-only effect, or effect the other way, or a change in a side signal; the % refers to the signal ratio; further: on the % scale 0 is the no-effect control and ±100 the full control effect
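S3 HeLa stable clones carrying a lamin A-EGFP splicing minigene plus DsRed2 were seeded at 600 cells/well in Opti-MEM with 2% FBS, pin-dosed and incubated 48 h at 37°C. Acumen cytometry (488 nm) gave the GFP/RFP total-intensity ratio.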
An asterisk follows results filed as active; i = inactive; ? = inconclusive; · = no result given; & = joins results of further samples; [ ] = another dose, or the depositor's remark. Unless noted, the call rests on the fitted dose curve; in most records, active means well fitted curve in the direction sought with a large enough effect; inconclusive means small, poorly fitted or top-dose-only effect, or another doubt; inactive means no such curve, though single readings can be large; an effect the other way counts as inactive or inconclusive. Potency means the concentration at half of the fitted maximal effect. Some of the compounds tested; the hit share may differ from the screen's.

cpd | mol | SMN2 splice enh | TRb SRC2 PPI | ALDH1A1 inh | KDM4E inh | RGS12 GoLoco inh | TR SRC2 fluor cs | RECQ1 inh | Lamin A splicing
1 | Cc1ccc(S(=O)(=O)N(CC(=O)Nc2ccc(Cl)c([N+](=O)[O-])c2)C2CCCCC2)cc1 | ? | 13% | -7% | 5% | 69%[activator] | -1% | 1% | ?
2 | CC(C)[C@@H](OCc1ccccc1)[C@H](C)/C=N\OC[C@@H](O)COCc1ccco1 | · | -6%[11.2 µM] | 6%[13.5 µM] | · | · | -3%[11.2 µM] | i[11.5 µM] | ·
3 | O=C(O)c1ccc2c(=O)n3c(nc2c1)/C(=C/c1cccc(Cl)c1Cl)CCCC3 | 5%[1.84 µM] | 7% | 6% | 6% | 2% | 1% | -5% | 1%
4 | COc1ccc2c(=O)c(-c3ccccc3)coc2c1 | 11µM* | -2%&-1% | -6% | ? | 3%&-14% | -2%&1% | -1%&-5% | -2%[46 µM]
5 | O=C1NC(=Nc2cccc(Cl)c2)SC1Cc1cccc(Cl)c1Cl (stereo not given) | -5% | 4% | 11% | 4% | 4% | 3% | i | ?
6 | COc1cc2ccccc2cc1C(=O)NC(=S)Nc1nnn(C)n1 | -17% | -7%[53 µM] | 5% | 13% | 4% | -1%[53 µM] | -6% | 6%
7 | Cc1ccc(N2CCN(S(=O)(=O)c3ccc(F)c(C)c3)CC2)c(C)c1 | -28% | -3% | 14% | 12% | 3% | -2% | -8% | -20%
8 | COC(=O)c1ccc(S(=O)(=O)N2CCCN(Cc3ccccc3)CC2)n1C | · | 2% | · | 10% | 3% | 0% | -1% | ·
9 | CNC(=O)c1sc(N2N=C3/C(=C/c4ccccc4)CCCC3C2c2ccccc2)nc1C (stereo not given) | 2% | -1% | ? | -24% | -9% | -3% | -19% | ?
10 | Cc1cc(C=O)c(C)n1-c1sc2c(c1C(=O)O)CCCC2 | -3% | 7% | 4% | 2% | 2% | -1% | -13% | -3%
11 | CCCCCC(=O)NC(=S)Nc1cccc(-c2nc3ncccc3o2)c1 | · | 3% | · | -8% | 2% | -6% | -4% | ·
12 | COC1=CC(=O)C(C(=O)c2ccccc2)=CC1=O | -12% | ? | ? | ? | 6.3µM* | -7% | -11% | -10%
13 | CCCC(=O)Nc1cc(OC)c(OC)cc1C(=O)O | 0% | -4% | 3% | -11% | 3% | -3% | 8% | 1%
14 | CC1(C)Cc2nc(NCCCO)c(C#N)cc2CO1 | -3% | 0% | ? | ? | 3% | -4% | -1% | 1%
15 | CSc1snc(SCC(N)=O)c1C#N | 11% | -4% | ? | 1% | -14% | 2% | 6% | 5%
16 | O=c1c2ccccc2n(CC(O)CN2CCCCC2)c2ccccc12 (stereo not given) | · | -3% | · | ? | 6% | -1% | 1% | ·
17 | FC(F)(F)c1cccc(-c2noc(-c3cc(-c4ccccc4)c(C(F)(F)F)s3)n2)c1 | -5% | 0%&-1% | 4% | -9% | 4% | -5%&-3% | -7% | ·
18 | Cc1ccc(-n2c(C)cc(C(=O)COC(=O)c3c(C)noc3C)c2C)cc1 | -5% | -3% | 6% | -3% | 8% | -1% | -6% | ?
19 | CN(Cc1ccccc1)c1cc(Cl)nc(N)n1 | -10% | -2% | -3% | 1% | 7% | 0% | -12% | ·
20 | O=C(Nc1ccncc1)c1cccc2ccccc12 | · | 1% | 1% | 8% | 1% | -2% | 6% | ·
21 | Cc1ccc2cc(C)c3nnc(SCC(=O)Nc4nc5c(s4)CCCC5)n3c2c1 | -38%[inhibitor] | 4% | -3% | 13% | 3% | 0% | -1% | -2%
22 | Cc1onc(-c2ccccc2)c1C(=O)NNC(=S)NC(=O)/C=C/c1cccs1 | -52%[inhibitor] | 2% | -5% | 0% | 1% | -6% | ? | -21%
23 | O=C(Nc1cnc2ccccn2c1=O)c1ccc(Cl)cc1Cl | 1.6µM* | -3% | -10% | ? | 12% | -1% | i | ·
24 | CC1CCN(S(=O)(=O)N2CCC(C(=O)NCc3ccc4c(c3)OCO4)CC2)CC1 | -22% | -1% | ? | 1% | -8% | -1% | -1% | ?
25 | CSc1c[n+]2c(n1C)CCC2 | · | -9% | 1% | -2% | · | 1% | -5% | 15%
26 | CCCCOc1ccc(C(=O)OC2CC(C)N(C)CC2C)cc1 (stereo not given) | -26% | -3% | 11% | 5% | 13% | 3% | -12% | 14%
27 | O=C(O)CCc1ccc(-c2cccs2)n1CC1CCCO1 (stereo not given) | 6% | -10% | ? | ? | 7% | -1% | -7% | 11%
28 | CCN1C(=O)S/C(=C/c2ccc(Sc3nc4ccccc4[nH]3)o2)C1=O | -39%[inhibitor] | -17% | 9% | -6% | 5% | 4% | 6% | ?
29 | CNc1c(N)c(=O)oc2ccccc12 | -9% | -8% | -23% | ? | -19% | -5% | -1% | ·
30 | COCCN(C(=O)c1ccccc1OC)c1nnc(C)s1 | -10% | 0% | 10% | 2% | 9% | -2% | i | 6%[46 µM]
31 | CCc1ccccc1N1CCN(S(=O)(=O)c2ccc(F)c(C)c2)CC1 | -4% | -1% | 3% | 5% | -2% | 1% | -1% | -16%
32 | COc1ccc(C(=O)Nc2ccccc2C(=O)N/N=C/c2ccncc2)cc1OC | · | -6% | · | -7% | 7% | -2% | -4% | ·
33 | COc1ccc(C)cc1-n1nnnc1SCC1CCCO1 (stereo not given) | -7% | -11% | 13µM* | 7% | -1% | 3% | i | 26%
34 | Cc1ccc(NC(=O)CSc2n[nH]c(N)n2)cc1S(=O)(=O)N1CCOCC1 | · | -1% | · | 7% | 7% | -7% | -1% | ·
35 | Cc1cc2nc(-c3ccccn3)c(-c3ccccn3)nc2cc1C | · | -1% | · | ? | 5% | -7% | i | ·
36 | Cc1ccc(S(=O)(=O)NNC(=O)Nc2ccc(Cl)cc2)cc1 | 0% | -3% | 12% | 8% | 22% | -1% | 22µM* | 15%
37 | Cn1cccc1CC(=O)N/N=C/c1ccc([N+](=O)[O-])cc1 | · | -7% | ? | -8% | 8% | -3% | -5% | ·
38 | CCCNC(=O)c1ccc2c(=O)n3c(-c4ccc(C)cc4)csc3nc2c1 | · | -9% | · | ? | -8% | 0% | i | ·
39 | CC1(C)CC(=O)C(C2C3=C(CC(C)(C)CC3=O)Oc3ccccc32)C(=O)C1 (stereo not given) | · | -2% | · | -8% | -7% | 0% | 0% | ·
40 | Cc1cc(/C(=N/O)C(C)(C)NO)ccc1Cl | -2% | -8% | 3% | -8% | -13% | -2% | -9% | -12%
41 | CC(=O)n1c2c(c3ccccc31)OC(N)=C(C#N)C2c1ccc(C(C)C)cc1 (stereo not given) | -18% | 5% | ? | ? | 13% | 0% | -7% | ?
42 | Fc1ccc(/C=N/NC(=S)Nc2ccc(Cl)cc2)cc1F | ? | -7% | -4% | -6% | 11% | -2% | -1% | -9%
43 | Cc1nc(-c2ccc(NC(=O)c3cccs3)cc2)cs1 | 3.2µM* | 6% | ? | ? | 9% | 1% | -1% | 6%
44 | O=C(CSc1nc2c(c(=O)[nH]1)CCC2)Nc1cccc(Cl)c1 | -13% | 1% | 0% | 6% | -4% | 1% | -4% | 1%
45 | COc1ccc(NCc2nnc(SCc3ccc(Cl)cc3)n2-c2ccccc2)cc1 | -34%[inhibitor] | -6% | -7% | -2% | 8% | -4% | 3% | ?
46 | O=C(COC(=O)Cc1c[nH]c2ccccc12)Nc1ccccc1 | 0% | -4% | -6% | 3% | -3% | 2% | -10% | -6%
47 | CCOc1cccc(N2C(=O)CC(N3CCC(C(N)=O)(N4CCCCC4)CC3)C2=O)c1 (stereo not given) | -14% | 0% | 25µM* | -7% | 2% | -4% | 13% | -3%
48 | CC(=O)Nc1ccccc1-c1nc2ccc(C(=O)N3CCN(c4cc(C)ccc4C)CC3)cc2[nH]c1=O | 0% | -7% | -13% | ? | 6% | -1% | -6% | -2%
49 | O=C1c2cccc3c(N4CCOCC4)c([N+](=O)[O-])cc(c23)C(=O)N1c1cccc2ccccc12 | -36%[inhibitor] | 4% | 6% | 6% | -12% | -3% | 5% | -9%
50 | CC12CN3CC(C)(CN(C1)C3c1ccc3c(c1)OCO3)C2 (stereo not given) | -7% | -3% | -9% | -5% | 13% | 2% | -2% | -6%[46 µM]
51 | O=c1cc(-c2ccccc2Cl)oc2c(NS(=O)(=O)c3cccs3)ccc(O)c12 | · | 10% | · | -10% | 7% | -2% | i | ·
52 | O=C(NCCCN1CCN(c2cccc(Cl)c2)CC1)c1nc(-c2ccncc2)no1 | -4% | -14% | 10% | -3% | 6% | -1% | -8% | 0%
